INS-1E GSIS act = GLuc luminescence reporter in INS-1E cells, primary screen for activators of glucose-dependent secretion of insulin. INS-1E GLuc reporter insulin secretion, 2-3 h. activation, % at 16.6 µM. 370,000 compounds, 0.61% hits. AID 743287, 2014;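 active = lowest replicate activation of at least 40%, so every replicate reaches that level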;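 also: 0% = median of neutral control wells and 100% = median of IBMX positive control wells; some compounds called inactive have numbers as strong as hits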
F508del corr = F508del CFTR correction, initial screen, CFBE line, single point; CFBE cells, YFP halide quenching; stimulated with forskolin plus potentiator P3; % fluorescence drop versus neutral controls; activity (quench increase), % at 7.58 µM; 350,000 compounds, 0.36% hits;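 active = mean added fluorescence quench of at least 8% versus neutral control, with both replicates also reaching 8%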;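 also: cells transiently co-express mutant CFTR-F508del with the halide-sensitive YFP; corrector assay measuring rescue of mutant channel to the surface after 24 h compound exposure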
PGC1a acetyl inh = inhibitors of PGC1a acetylation signal, primary screen, cell-based, U2OS, AlphaScreen, inhibitor mode. AlphaScreen anti-acetyl-lysine; with virally co-expressed GCN5 acetyltransferase. inhibition, % at 15.6 µM. 350,000 compounds, 0.17% hits. AID 651687, 2012;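 active = every replicate shows inhibition of at least 40%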;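 also: 0% = neutral control wells and 100% = positive control wells; some results beyond the cut were filed as inactive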
An asterisk follows results filed as active. The list is partial (hit frequency here may not be typical).

INS-1E GSIS act	F508del corr	PGC1a acetyl inh	smiles
-3	-4.5	2	Cc1cccc(NC(=S)N(Cc2ccc(Cl)cc2)Cc2ccc(C(=O)O)cc2)c1
-5	-2.6	9	COc1ccc(-c2ccc([C@@H]3[C@@H](CO)N4C(=O)CN(Cc5ccc(C)cc5)C[C@H]34)cc2)cc1
23	1.2	-1	CCCC(=O)N1CC2(C1)CN(C(=O)COC)[C@@H](CO)c1c2c2ccc(OC)cc2n1C
6	0.2	4	COc1cccc(NC(=O)N[C@H]2C=C[C@H](CC(=O)NCc3ccccn3)O[C@H]2CO)c1
-20	-2.1	3	COc1ccc2c3c([nH]c2c1)[C@@H](CO)N(C(=O)Cc1ccccc1)CC31CCN(C(=O)Nc2ccccc2F)CC1
-14	3.9	2	C[C@H](CO)N1C[C@H](C)[C@H](CN(C)Cc2ccccc2)Oc2ncc(C#CCc3ccccc3)cc2C1=O
10	-4.3	-5	COCC(=O)N1[C@H](CO)[C@@H](c2ccc(-c3cccc(OC)c3)cc2)C12CN(C(C)=O)C2
7	1.0	7	O=C(NCC(F)(F)F)[C@H]1[C@H](CO)[C@H]2Cn3c(cccc3=O)[C@@H]1N2CCC(F)(F)F
0	-0.2	-1	O=C(Cc1ccccc1)c1c[nH]c(C(=O)NCc2ccncc2)c1
11	3.9	0	O=C(NCc1ccccn1)c1ccco1
9	0.3	2	Cc1cccc(-c2ccc([C@@H]3[C@@H](CO)N4C(=O)CN(C(=O)c5cccnc5)C[C@@H]34)cc2)c1
23	-1.0	-6	COc1ccc2c3c([nH]c2c1)[C@@H](CO)N(S(=O)(=O)c1cn(C)cn1)CC31CN(CC2CCOCC2)C1
11	1.9	8	CCCNC(=O)N1CC(=O)N2[C@H](CO)[C@H](c3ccc(C#Cc4cccc(F)c4)cc3)[C@H]2C1
4	-3.2	2	C/C=C/c1ccc([C@H]2[C@H](CO)N3C(=O)CN(C(=O)Cc4cccnc4)C[C@@H]23)cc1
-1	0.0	6	COc1ccc2c3c(n(C)c2c1)[C@@H](CO)N(C(=O)Nc1ccccc1F)CC31CCN(C(=O)c2ccccc2F)CC1
10	0.2	6	Cc1ccc2nc(C)cc(C(=O)OCC(=O)Nc3c(C)n(C)n(-c4ccccc4)c3=O)c2c1
14	-1.1	-6	COc1ccc2c3c([nH]c2c1)[C@@H](CO)N(C(=O)Nc1ccc(F)cc1)CC31CCN(C(=O)Nc2ccccc2)CC1
-10	2.0	3	CC(=O)N1CCN(Cc2nc3cc(NC(=O)c4ccccc4Cl)ccc3n2C)CC1
4	-1.7	1	CN(C)C(=O)c1cccc(-c2ccc([C@H]3[C@H]4CN(C(=O)CC5CC5)CC(=O)N4[C@H]3CO)cc2)c1
32	-1.2	11	COc1ccc2c3c([nH]c2c1)[C@@H](CO)N(C(=O)CN1CCOCC1)CC31CCN(C)CC1
6	-0.1	-8	OC1CCN(CC(O)C(F)(F)F)CC1 (centres undefined)
11	-1.7	2	O=C(Cc1ccc(Cl)cc1Cl)NCC1(N2CCOCC2)CCCCC1
10	-0.1	4	CCS(=O)(=O)Nc1ccc2c(c1)C(=O)N(C)C[C@H](OC)[C@@H](C)CN[C@H](C)CO2
-1	-2.4	-7	C[C@@H]1CN([C@H](C)CO)C(=O)c2cc(NC(=O)CCCCCC(=O)Nc3ccccc3N)ccc2O[C@H]1CN(C)C(=O)NC1CCCCC1
11	-4.5	2	COc1ccc2c3c([nH]c2c1)[C@@H](CO)N(C(=O)c1ccccc1)CC31CCN(C(=O)CC2CC2)CC1
4	-1.3	-7	O=C(NCC1CCCCC1)[C@@H]1[C@@H](CO)[C@@H]2Cn3c(ccc(-c4cccnc4)c3=O)[C@H]1N2
10	0.3	-4	COc1ccc2c3c([nH]c2c1)[C@H](CO)N(C(=O)c1cccnc1)CC31CCN(Cc2cccnc2)CC1
12	-0.1	13	COc1ccc(CNc2c(CO)cnc3c2cnn3C)cc1
-1	1.3	18	COC(=O)c1ccc(CN2CC(=O)N3[C@H](C2)[C@@H](c2ccc(Br)cc2)[C@@H]3CO)cc1
-1	-0.6	5	CCCNC(=O)N1CC2(C1)[C@H](c1ccccc1)[C@H](CO)N2Cc1ccccn1

The closing four records of the part before open the next one:
INS-1E GSIS act	F508del corr	PGC1a acetyl inh	smiles
10	0.3	-4	COc1ccc2c3c([nH]c2c1)[C@H](CO)N(C(=O)c1cccnc1)CC31CCN(Cc2cccnc2)CC1
12	-0.1	13	COc1ccc(CNc2c(CO)cnc3c2cnn3C)cc1
-1	1.3	18	COC(=O)c1ccc(CN2CC(=O)N3[C@H](C2)[C@@H](c2ccc(Br)cc2)[C@@H]3CO)cc1
-1	-0.6	5	CCCNC(=O)N1CC2(C1)[C@H](c1ccccc1)[C@H](CO)N2Cc1ccccn1
-16	3.4	-3	COc1cccc(C#Cc2ccc([C@@H]3[C@H](CO)N4C(=O)CN(C(=O)Cc5ccccc5)C[C@@H]34)cc2)c1
5	0.0	6	Cc1noc(C)c1NC(=O)N(C)C[C@H]1Oc2ncc(C#CC3CC3)cc2C(=O)N([C@@H](C)CO)C[C@@H]1C
-7	2.1	-5	Cc1ccc(-c2ccc([C@H]3[C@@H](CO)N4C(=O)CN(C(=O)c5cccnc5)C[C@@H]34)cc2)cc1
-16	-2.1	-4	O=C(Nc1cccc(F)c1)N1CC(=O)N2[C@H](C1)[C@@H](c1ccc(Br)cc1)[C@@H]2CO
13	-3.7	8	CC(OC(=O)COc1ccccc1[N+](=O)[O-])C(=O)Nc1ccc(N2CCOCC2)cc1 (centres undefined)
7	-1.0	-7	O=C(C[C@@H]1CC[C@H](NC(=O)C2CCOCC2)[C@H](CO)O1)Nc1ccccc1
-5	-0.3	-2	Cc1ccccc1S(=O)(=O)N1CC(=O)N2[C@H](CO)[C@@H](c3ccc(C#CCC(C)C)cc3)[C@@H]2C1
-52	3.9	-23	C[C@@H]1CN([C@H](C)CO)C(=O)c2cccc(NC(=O)CCCCCC(=O)Nc3ccccc3N)c2O[C@H]1CN(C)Cc1ccc(Oc2ccccc2)cc1
-3	1.6	1	COc1ccc(OC)c(NC(=O)CCNC(=O)Cn2cnc3ccccc3c2=O)c1
-10	0.1	14	O=C(Oc1ccc(N(C(=O)c2ccncc2)S(=O)(=O)c2cccs2)cc1)c1ccncc1
-3	-1.4	-1	Cc1noc(C)c1NC(=O)Nc1ccc2c(c1)C(=O)N([C@H](C)CO)C[C@H](C)[C@H](CN(C)Cc1ccc(C(=O)Nc3ccccc3N)cc1)OCCCC[C@@H](C)O2
-4	-1.6	-10	COCC(=O)N1CCC2(CC1)CN(C(=O)CN1CCOCC1)[C@H](CO)c1c2c2ccc(OC)cc2n1C
-1	-0.8	-10	COc1ccc2c3c(n(C)c2c1)[C@H](CO)N(Cc1ccccn1)CC31CCN(C(=O)NC(C)C)CC1
-9	4.9	14	COc1ccc(CN2CC3(C2)CN(Cc2ccc4c(c2)OCO4)[C@H](CO)c2[nH]c4cc(OC)ccc4c23)cc1
7	0.4	9	NC(=S)Nc1cccc2cn[nH]c12
-23	2.3	-19	O=C(C1CCCCC1)N1[C@H](CO)[C@@H](c2ccccc2)C12CN(Cc1cccc(Cl)c1)C2
3	0.9	-25	C[C@@H]1CN([C@H](C)CO)C(=O)c2cccc(NC(=O)CCCCCC(=O)Nc3ccccc3N)c2O[C@H]1CN(C)Cc1ccccc1
-11	-1.7	-1	Cc1ccc(NC(=O)Cn2nnc3ccccc3c2=O)cc1C
15	-1.1	-4	O=C(c1ccccn1)N1CC2(C1)[C@H](c1ccccc1)[C@@H](CO)N2C(=O)CC1CC1
-4	-1.1	14	C[C@@H]1CN([C@@H](C)CO)C(=O)Cc2cc(NC(=O)Cc3cn(C)c4ccccc34)ccc2O[C@H]1CN(C)Cc1ccc(C(=O)O)cc1
25	1.5	2	Cc1ccc(O)c(C(=O)CC(=O)c2ccccc2Cl)c1
1	0.3	10	CN(C)/C=C/C1=CC(=O)CC(C)(C)C1
6	-1.7	1	COc1ccc2c3c([nH]c2c1)[C@@H](CO)N(C(=O)NC(C)C)CC31CCN(C(=O)c2ccccn2)CC1
0	-3.9	-4	Cc1cc(NCc2ccccc2)n2ncnc2n1
-1	-1.4	0	Cc1ccsc1/C=N\NC(=O)c1cc(C(C)(C)C)[nH]n1
15	0.3	-3	C[C@@H]1CN([C@@H](C)CO)C(=O)c2cc(NC(=O)CCCCCC(=O)Nc3ccccc3N)ccc2O[C@H]1CN(C)C(=O)Nc1ccc(F)cc1
15	-1.0	0	O=C(CC1CC1)N1[C@H](CO)[C@@H](c2ccccc2)C12CN(S(=O)(=O)c1ccccc1)C2
-20	0.6	3	CSC1=NCCN1C(=O)Cc1ccc(-c2ccccc2)cc1
0	-2.6	0	O=C1CN(Cc2ccc(F)cc2)C[C@@H]2[C@H](c3ccc(-c4ccccc4)cc3)[C@@H](CO)N12
7	-1.0	1	C/C=C/c1ccc([C@@H]2[C@H](CO)N(C(C)=O)C23CN(C(=O)c2cnccn2)C3)cc1
8	2.0	-9	O=C(NCC[C@@H]1CC[C@H](NS(=O)(=O)c2ccc(F)cc2)[C@@H](CO)O1)c1ccccc1F
-20	-1.1	8	C[C@@H]1CN([C@@H](C)CO)C(=O)c2cc(C#CCc3ccccc3)cnc2O[C@@H]1CN(C)Cc1ccccc1
3	-1.5	10	COc1ccc2c3c([nH]c2c1)[C@H](CO)N(C(=O)NC(C)C)CC31CCN(C(=O)c2ccccn2)CC1
-1	-0.8	-2	Cc1nn(Cc2ccc([N+](=O)[O-])cc2)c(=O)n1-c1cccc(Cl)c1
18	0.5	2	COc1ccccc1C(=O)NNC(=O)c1ccncc1
-6	-1.5	1	CN(C)CC#Cc1ccc([C@@H]2[C@H](CO)N3C(=O)CN(C(=O)Cc4cccnc4)C[C@@H]23)cc1
-7	1.3	-4	C[C@H](CO)N1C[C@H](C)[C@@H](CN(C)Cc2cccnc2)Oc2cc(/C=C/c3ccccc3)ccc2S1(=O)=O
4	0.7	-9	COCC(=O)N1CC(=O)N2[C@H](CO)[C@H](c3ccc(C#CC4CCCCC4)cc3)[C@H]2C1
4	-3.4	3	CC(C)NC(=O)N1[C@H](CO)[C@H](c2ccccc2)C12CN(C(=O)CN(C)C)C2
-9	1.1	-4	COc1cccc(C#Cc2ccc([C@H]3[C@H]4CN(C(C)=O)CC(=O)N4[C@H]3CO)cc2)c1
34	1.0	-3	COc1ccc2c3c([nH]c2c1)[C@H](CO)N(C(=O)c1ccc(F)cc1)CC31CCN(C)CC1
24	0.5	-2	CCC(=O)N1CC2(C1)[C@@H](c1ccccc1)[C@@H](CO)N2C(=O)c1ccncc1
1	1.0	2	O=C([C@@H]1[C@@H](CO)[C@@H]2Cn3c(cccc3=O)[C@H]1N2C(=O)CC1CC1)N1CCc2ccccc2C1
-8	3.4	6	O=C(Nc1cccc(F)c1)N1CC(=O)N2[C@H](C1)[C@H](c1ccc(C#CC3CC3)cc1)[C@@H]2CO
4	3.2	-4	O=C1CN(S(=O)(=O)Cc2ccccc2)C[C@@H]2[C@@H](c3ccc(C#Cc4ccc(F)cc4)cc3)[C@H](CO)N12
-13	-0.2	21	COc1ccc2c3c([nH]c2c1)[C@H](CO)N(C(=O)Cc1ccccc1)CC31CCN(C(=O)Nc2ccccc2F)CC1
3	-3.1	-5	O=C(O)c1cc(-c2cc3ccccc3o2)nn1-c1ccccc1
15	4.7	3	CCCN1C(=O)C2(SC(NC(C)=O)=NN2C(C)=O)c2cc(C)ccc21 (centres undefined)
16	-0.1	0	C/C=C/c1ccc([C@H]2[C@@H](CO)N(CCC(F)(F)F)C23CN(C(=O)COC)C3)cc1
-5	4.5	2	O=C(NC(=S)Nc1cc(C(F)(F)F)ccc1N1CCOCC1)c1sc2ccccc2c1Cl
-6	0.9	1	CN1CCN(S(=O)(=O)c2ccc(NC(=S)NC(=O)C3CCCCC3)cc2)CC1
-6	-2.3	-4	Cc1noc(C)c1NC(=O)Nc1ccc2c(c1)C(=O)N([C@@H](C)CO)C[C@H](C)[C@@H](CN(C)Cc1ccc(C(=O)Nc3ccccc3N)cc1)O2
29	0.4	-11	COc1cccc(-c2ccc(SCc3ccccn3)nn2)c1
12	0.2	5	COc1cc(/C=C2\SC(c3ccc(C)cc3)=NC2=O)cc(OC)c1O
-4	1.4	10	CC(C)CC#Cc1ccc([C@H]2[C@@H](CO)N3C(=O)CN(C(=O)Nc4ccc(F)cc4)C[C@H]23)cc1
-18	7.5	-29	O=C1CN(S(=O)(=O)c2ccccc2)C[C@@H]2[C@@H](c3ccc(C#Cc4ccccc4)cc3)[C@H](CO)N12

Entries of single compounds from above:
Cc1noc(C)c1NC(=O)Nc1ccc2c(c1)C(=O)N([C@@H](C)CO)C[C@H](C)[C@@H](CN(C)Cc1ccc(C(=O)Nc3ccccc3N)cc1)O2 as listed: INS-1E GSIS act: -6; F508del corr: -2.3; PGC1a acetyl inh: -4
O=C(O)c1cc(-c2cc3ccccc3o2)nn1-c1ccccc1 as listed: INS-1E GSIS act: 3; F508del corr: -3.1; PGC1a acetyl inh: -5
